Source: PubChem (Sanford-Burnham Center for Chemical Genomics)
ATG4B inhibitor: ATG4B (human) cysteine protease inhibition; Q9Y4P1; ATG4B cleavage of LC3-PLA2, NBD-HPC fluorescence, 1 h; inhibition, % at 8.33 µM; actives 0.51% (n = 340,000); in the data active = inhibition above about 40%
CXCR6 block: inhibitors of human CXCR6 receptor; inhibition, % at 20 µM; CHO-K1 PathHunter CXCR6 beta-arrestin, luminescence; O00574; actives 0.36% (n = 360,000); AID 602244; in the data active = inhibition above about 34%, passing the limit was not always enough;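 note: antagonist mode with CXCL16 agonist at 10 nM final; 0% = 10 nM CXCL16 with DMSO and 100% = unstimulated wells without agonist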
Target sequence (O00574 whole entry, looked up): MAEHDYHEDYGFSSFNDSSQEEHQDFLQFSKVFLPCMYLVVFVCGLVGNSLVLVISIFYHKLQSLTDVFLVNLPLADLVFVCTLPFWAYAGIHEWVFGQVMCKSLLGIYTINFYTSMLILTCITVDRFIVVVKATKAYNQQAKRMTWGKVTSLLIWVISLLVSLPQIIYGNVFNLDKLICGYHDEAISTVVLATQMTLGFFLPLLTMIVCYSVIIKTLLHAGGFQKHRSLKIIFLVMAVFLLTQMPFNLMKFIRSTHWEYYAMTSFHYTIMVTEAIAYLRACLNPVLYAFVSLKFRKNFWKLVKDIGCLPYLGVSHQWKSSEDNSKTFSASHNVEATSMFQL
EBI2 block: blocks human EBI2 receptor beta-arrestin signaling. P32249. EBI2 beta-arrestin recruitment, luminescence, 7a,25-OHC stimulated. inhibition, % at 5 µM. actives 0.81% (n = 360,000). AID 651636; in the data active = inhibition above about 38%;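 note: enzyme fragment complementation signal reports receptor beta-arrestin coupling in cells; 0% = agonist plus DMSO wells and 100% = wells without agonist; some results beyond the cut were filed as inactive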
UBC13 inh: inhibitors of human UBC13 polyubiquitin chain formation; actives 0.47% (n = 330,000); TR-FRET; AID 485273; inhibition, % at 20 µM; P61088; in the data active = inhibition above about 45%, passing the limit was not always enough
Target sequence (P61088 whole entry, looked up): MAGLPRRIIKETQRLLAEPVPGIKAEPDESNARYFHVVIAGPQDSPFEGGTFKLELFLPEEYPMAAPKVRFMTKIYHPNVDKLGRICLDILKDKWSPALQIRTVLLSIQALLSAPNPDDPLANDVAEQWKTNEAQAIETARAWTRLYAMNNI
APJ antagonist: APJ receptor antagonism. inhibition, % at 20 µM. actives 0.32% (n = 330,000). CHO-K1 APJ beta-arrestin complementation, luminescence;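 active = inhibition above about 40% at 20 µM, limit read from the data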;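 note: cells challenged with 10 nM apelin-13 agonist together with compound; plate controls were apelin-13 plus DMSO wells for no effect and DMSO wells lacking apelin-13 for full effect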
Target sequence (P35414 whole entry, looked up): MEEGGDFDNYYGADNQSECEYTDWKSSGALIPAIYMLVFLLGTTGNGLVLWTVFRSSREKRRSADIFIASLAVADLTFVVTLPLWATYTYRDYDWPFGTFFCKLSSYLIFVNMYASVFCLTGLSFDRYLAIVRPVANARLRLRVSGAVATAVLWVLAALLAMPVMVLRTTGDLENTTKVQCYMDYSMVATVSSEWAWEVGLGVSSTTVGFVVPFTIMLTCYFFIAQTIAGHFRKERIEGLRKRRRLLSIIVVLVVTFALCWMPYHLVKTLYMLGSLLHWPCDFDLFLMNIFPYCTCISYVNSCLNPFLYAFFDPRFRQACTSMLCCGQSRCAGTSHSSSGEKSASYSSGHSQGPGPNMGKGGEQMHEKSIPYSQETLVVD
Gli-Sufu block: blocks Gli-Sufu signaling in a luciferase reporter; Sufu-KO-LIGHT fibroblasts, Gli luciferase reporter luminescence; inhibition, % at 5 µM; actives 0.74% (n = 340,000); AID 588413;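 active = inhibition above about 55%, limit read from the data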;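 note: 0% = DMSO-treated cells and 100% = wells with medium but no cells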
APJ ag: agonists of human APJ apelin receptor; activation, % at 20 µM; actives 0.11% (n = 330,000); P35414; AID 2520; CHO-K1 APJ PathHunter beta-arrestin, luminescence; 0% DMSO wells, 100% apelin;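 active = activation more than six SD over the plate average, tested at 20 µM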;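 note: 0% = DMSO alone and 100% = apelin-13 at 10 nM; some results filed as inactive read as strong as hits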
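Assay system: CHO-K1 APJ beta-arrestin complementation cell line / Compound: single test compound dose, 20 µM final, 1% DMSO / Times: overnight seeding, 90 min compound at 25 °C, 1 h detection / Technique: beta-gal luminescence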
CCR6 antagonist: antagonists of human CCR6 receptor; P51684; CHO-K1 CCR6 PathHunter beta-arrestin, luminescence, CCL20-stimulated; inhibition, % at 20 µM; actives 0.49% (n = 340,000);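 active = compounds whose inhibition of the agonist-driven luminescence signal at 20 µM reaches about 50%, limit read from the data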;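 note: cells stimulated with CCL20 at 14 nM final; plate controls were DMSO with CCL20 for no effect and DMSO without agonist for full effect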
An asterisk follows results filed as active; . = not tested or not shown.

(1) NC(=O)C1Cc2ccccc2CN1C(=O)c1nn(Cc2ccccc2)c(=O)c2ccccc12 (configuration not stated)
(2) CSc1nnc2c3ccccc3n(Cc3ccccc3)c2n1
(3) COC(=O)c1ccc2[nH]c3c(c2c1)CC(C)CC3 (configuration not stated)
(4) COc1ccc(C)cc1Nc1n[n+](C)c(-c2ccc(O)cc2O)s1
(5) COC(=O)CC/C(O)=C1\C(=O)CC(C)(C)CC1=Nc1ccccc1OC
(6) O=C(CSc1ccc(Cl)cc1)OCC(=O)N1CCN(c2ccccc2)CC1

assay / compound	1	2	3	4	5	6
APJ antagonist	2	18	14	-46	6	-31
CXCR6 block	7	5	-9	-4	-8	0
EBI2 block	-1	7	50*	3	-12	-3
CCR6 antagonist	10	16	-15	-8	-2	-1
UBC13 inh	6	12	-1	-2	5	-1
Gli-Sufu block	-2	9	-11	-4	39	-2
ATG4B inhibitor	41*	5	-3	-2	2	6
APJ ag	4	-6	2	0	-4	-1

(7) O=C(COc1ccccc1)Nc1nc2cc3c(cc2s1)OCCO3
(8) CC(C)OC(=O)CCCCCN1C(=O)CSC1=S
(9) COc1cccc(CN2CCNC(=O)C2CC(=O)NCCn2ccc3ccccc32)c1OC (configuration not stated)
(10) CC1CC(C)CN(C(=O)c2cccc(S(=O)(=O)N(C)c3ccccc3)c2)C1 (configuration not stated)
(11) CCCCNC(=O)[C@H]1C[C@H]1[C@@H](O)[C@H](CO)NC(=O)[C@H](COCc1ccccc1)NC(=O)OC(C)(C)C
(12) COc1cccc(CNC(=O)CCNS(=O)(=O)c2cccc3nonc23)c1

assay / compound	7	8	9	10	11	12
APJ antagonist	0	13	8	12	2	10
CXCR6 block	-2	2	2	-4	1	-5
EBI2 block	0	-8	-10	2	-8	7
CCR6 antagonist	-12	-6	-2	21	6	-6
UBC13 inh	-3	-6	-14	2	-11	10
Gli-Sufu block	-2	-3	4	9	-3	17
ATG4B inhibitor	-7	4	-32	6	1	1
APJ ag	-4	-3	-4	-2	5	-2

(13) CC1CC(C)(C)NC(=S)N1CCCC(=O)NCc1ccccc1 (configuration not stated)
(14) O=C(NCc1nc2ccccc2[nH]1)c1ccco1
(15) Cc1cccc2nc(CNC(=O)C3CCC(=O)N(Cc4ccccc4F)C3)cn12 (configuration not stated)
(16) CCOc1ccc(C(=O)CCC(=O)NN2C(=O)NC3(CCCCC3)C2=O)cc1
(17) CCOc1ccc(CCNC(=O)COC(=O)c2ccc(Br)o2)cc1OCC
(18) COc1ccc(N2CCN(C(=O)CSc3ccccc3N)CC2)cc1

assay / compound	13	14	15	16	17	18
APJ antagonist	-1	-16	6	-6	-13	-7
CXCR6 block	-6	-5	1	1	3	-6
EBI2 block	3	-2	2	-3	-8	5
CCR6 antagonist	-7	-18	7	-1	1	8
UBC13 inh	4	12	2	7	-4	-8
Gli-Sufu block	-10	7	-4	18	1	-13
ATG4B inhibitor	9	3	-7	-3	3	2
APJ ag	0	-5	4	-2	2	4

9 entries out of the list, ordered by length of the SMILES, largest number first:
(11) CCCCNC(=O)[C@H]1C[C@H]1[C@@H](O)[C@H](CO)NC(=O)[C@H](COCc1ccccc1)NC(=O)OC(C)(C)C
(10) CC1CC(C)CN(C(=O)c2cccc(S(=O)(=O)N(C)c3ccccc3)c2)C1 (configuration not stated)
(9) COc1cccc(CN2CCNC(=O)C2CC(=O)NCCn2ccc3ccccc32)c1OC (configuration not stated)
(16) CCOc1ccc(C(=O)CCC(=O)NN2C(=O)NC3(CCCCC3)C2=O)cc1
(15) Cc1cccc2nc(CNC(=O)C3CCC(=O)N(Cc4ccccc4F)C3)cn12 (configuration not stated)
(12) COc1cccc(CNC(=O)CCNS(=O)(=O)c2cccc3nonc23)c1
(17) CCOc1ccc(CCNC(=O)COC(=O)c2ccc(Br)o2)cc1OCC
(18) COc1ccc(N2CCN(C(=O)CSc3ccccc3N)CC2)cc1

assay / compound	11	10	9	16	15	12	17	18
APJ antagonist	2	12	8	-6	6	10	-13	-7
CXCR6 block	1	-4	2	1	1	-5	3	-6
EBI2 block	-8	2	-10	-3	2	7	-8	5
CCR6 antagonist	6	21	-2	-1	7	-6	1	8
UBC13 inh	-11	2	-14	7	2	10	-4	-8
Gli-Sufu block	-3	9	4	18	-4	17	1	-13
ATG4B inhibitor	1	6	-32	-3	-7	1	3	2
APJ ag	5	-2	-4	-2	4	-2	2	4

(13) CC1CC(C)(C)NC(=S)N1CCCC(=O)NCc1ccccc1 (configuration not stated)

assay / compound	13
APJ antagonist	-1
CXCR6 block	-6
EBI2 block	3
CCR6 antagonist	-7
UBC13 inh	4
Gli-Sufu block	-10
ATG4B inhibitor	9
APJ ag	0

(listing goes on)
(19) Cc1ccccc1CNC(=O)C(=O)NCCC1CCCCN1S(=O)(=O)c1cccs1 (configuration not stated)
(20) COc1cc(NC(=O)c2ccc(NS(=O)(=O)c3c(C)noc3C)cc2)cc(OC)c1
(21) O=C(NCc1ccccc1)C(=O)NCC1OCCN1S(=O)(=O)c1ccc2c(c1)OCCO2 (configuration not stated)
(22) CCOc1ccc(C(=O)NCC(=O)N2CCN(c3ccccc3O)CC2)cc1
(23) COc1ccccc1CCc1nnc(CCC(=O)NC(C)Cc2ccsc2)o1 (configuration not stated)
(24) COc1cc(C(=O)OCC(=O)c2cc(C)n(CC3CCCO3)c2C)ccc1OCC(=O)N1CCOCC1 (configuration not stated)

assay / compound	19	20	21	22	23	24
APJ antagonist	-1	12	-7	-24	6	-18
CXCR6 block	5	-1	2	-2	2	-9
EBI2 block	-1	-5	0	-11	-1	1
CCR6 antagonist	15	8	-4	12	6	11
UBC13 inh	-4	1	2	-12	0	11
Gli-Sufu block	-1	-2	-7	11	6	-2
ATG4B inhibitor	-6	-2	-16	-8	21	-9
APJ ag	11	0	-3	0	-2	-6

(25) CN1C(=O)NC2C1N(S(C)(=O)=O)CCN2S(C)(=O)=O (configuration not stated)
(26) CCCNC(=O)Nc1ccc(F)c(Cl)c1
(27) Nc1ccc2c(S(=O)(=O)O)cccc2c1S(=O)(=O)O
(28) COc1ccc(-c2nc(-c3cccc([N+](=O)[O-])c3O)cc(=O)o2)cc1OC
(29) CCN(CC)c1ccc(/C=N/NC(=O)c2c(Cl)c(C)nn2C)cc1
(30) CN1CCN(CC(=O)c2cc(C(C)(C)C)c(O)c(C(C)(C)C)c2)CC1

assay / compound	25	26	27	28	29	30
APJ antagonist	-7	-16	.	14	7	13
CXCR6 block	8	8	-18	12	-2	2
EBI2 block	-16	-14	-22	15	8	6
CCR6 antagonist	-5	3	-8	3	12	1
UBC13 inh	6	-10	.	25	4	6
Gli-Sufu block	1	-2	-11	-7	34	26
ATG4B inhibitor	2	7	-6	-8	-2	4
APJ ag	-2	0	.	-3	-1	0

(31) Clc1ccccc1CNc1ncnc2nc[nH]c12
(32) COc1ccccc1N1CCN(C(c2ccc(F)cc2)c2nnnn2C(C)C)CC1 (configuration not stated)
(33) CC(=O)OCCc1c2ccccc2c(CCCN(C)C)c2ccccc12
(34) COc1cccc(C(=O)Nc2ccc3c(c2)C(=O)N(CC2CCCO2)C3=O)c1 (configuration not stated)
(35) Cc1nc2ccccc2c(=O)n1NC(=O)c1ccccc1[N+](=O)[O-]
(36) CCCCn1c(-c2csc3c2CCC(C)C3)n[nH]c1=S (configuration not stated)

assay / compound	31	32	33	34	35	36
APJ antagonist	8	.	-48	-26	5	-2
CXCR6 block	3	15	-3	-8	-8	6
EBI2 block	-3	-4	-14	14	-5	5
CCR6 antagonist	-4	16	-18	11	2	8
UBC13 inh	13	.	16	-14	6	-2
Gli-Sufu block	-3	33	37	-27	-5	5
ATG4B inhibitor	-6	-8	2	-4	1	19
APJ ag	-3	.	18	7	-5	-6

(37) S=C(NNc1ccnc2cc(Cl)ccc12)Nc1ccccc1Cl
(38) Cc1noc(C)c1COC(=O)CCCc1nc2ccccc2s1
(39) COc1cc(C(C)=O)ccc1OC(=O)CN1C(=O)c2ccccc2C1=O
(40) Cc1cccc(C)c1NC(=O)C1CCCN1C(=O)OC(C)(C)C (configuration not stated)
(41) O=C(CSc1nc2ccccc2[nH]1)Nc1ccc(F)cc1
(42) COc1ccc(-c2csc(N3CCC(c4ccccc4)CC3)n2)cc1

assay / compound	37	38	39	40	41	42
APJ antagonist	-62	2	.	-32	-25	15
CXCR6 block	18	5	1	-4	-8	0
EBI2 block	18	9	-8	2	6	4
CCR6 antagonist	25	-4	13	0	14	8
UBC13 inh	0	3	.	3	2	-26
Gli-Sufu block	48	-20	10	0	2	10
ATG4B inhibitor	-5	-7	2	4	2	8
APJ ag	4	6	.	-4	0	-5

(43) O=C1CSC(c2cccc([N+](=O)[O-])c2)N1Cc1ccccc1 (configuration not stated)
(44) O=C(CCC1CCCC1)NCc1ccccn1
(45) CC(C)=NOC(=O)c1c(C)noc1-c1snnc1C
(46) CC1(C)C2([N+](=O)[O-])CN3CC1([N+](=O)[O-])CN(C2)C3c1ccc(O)c(O)c1 (configuration not stated)
(47) COc1ccc(OCC(=O)NNC(=O)c2c(-c3ccccc3Cl)noc2C)cc1
(48) Cc1cc2c(cc(C(=O)OCC(=O)NCc3cccs3)n2C(C)C)o1

assay / compound	43	44	45	46	47	48
APJ antagonist	1	7	-52	-5	7	5
CXCR6 block	4	-1	-5	-2	0	1
EBI2 block	-10	-2	-7	-7	0	-5
CCR6 antagonist	9	11	-6	6	6	-10
UBC13 inh	-3	-2	3	28	-4	0
Gli-Sufu block	2	11	3	6	-6	50
ATG4B inhibitor	0	-4	-5	-3	4	4
APJ ag	-4	-3	6	-5	-2	-6

(49) CC1=Nc2cc(Cl)ccc2Oc2ccccc21
(50) O=C(Nc1nc(-c2cccc3ccccc23)cs1)c1cnccn1
(51) COP(=O)(/C=C/c1ccccc1)C(O)c1ccc(F)cc1 (configuration not stated)
(52) O=C(O)c1cc(N/N=C/C(Cl)=C/c2ccccc2)ccc1Cl
(53) COc1ccc(NC(=S)Nc2ccc3snnc3c2)cc1
(54) COc1ccc(C(=O)COC(=O)CSCc2c(C)noc2C)cc1OC
(55) CCN(CC)C(=O)C12C(=O)Oc3ccccc3C1C2(C)C(=O)c1ccc(F)cc1 (configuration not stated)
(56) COc1ccc(/C=N/c2c(-c3ccco3)nc3ccccn23)cc1OC
(57) Cc1cc(=O)oc2c(C)c(OC(C)C(=O)NCCCN3CCCC3=O)ccc12 (configuration not stated)

assay / compound	49	50	51	52	53	54	55	56	57
APJ antagonist	-14	-6	9	16	-8	7	29	-21	-1
CXCR6 block	7	30	1	3	1	-3	-9	11	6
EBI2 block	-1	4	-2	-1	28	-5	0	-5	-9
CCR6 antagonist	10	32	-2	4	16	-1	5	13	16
UBC13 inh	0	2	-6	10	-10	-18	4	-6	0
Gli-Sufu block	-1	-6	4	-234	-22	0	-7	-28	-16
ATG4B inhibitor	1	-10	-8	3	-2	-11	5	-3	1
APJ ag	-3	-3	1	-4	3	-1	-1	7	0
